# PriA SSB inh: inhibitors of Klebsiella pneumoniae PriA binding to SSB C-terminal tail; AlphaScreen SSBct-PriA binding, biotinylated peptide; inhibition, % at 33 µM; actives 0.6% (n = 430,000); AID 1272365; in the data active means inhibition mostly above about 37%, no sharp cut-off; inactive means mostly below about 20%;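 further: plate controls were negative control peptide for no effect and reference peptide for full effect; strong numbers were not always called active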
# The depositor's hits bear a star; & = joins results of further samples. Only part of the results is shown; the hit share may differ from the screen's.
SMILES,PriA SSB inh
O=S(=O)(c1ccc(Cl)cc1)c1nc(-c2cccs2)oc1NCCCn1ccnc1,28
CC(=NNC(=O)c1ccc(O)cc1)c1ccc2c(c1)OCCO2,0
O=S(=O)(c1ccc2c(c1)CCO2)N1CC[C@H](c2ccc3c(c2)OCO3)C1,5
O=C(CSc1ccc2ccccc2n1)Nc1cccc(-c2nc3ccccc3s2)c1,-12
O=C(Cc1ccc(NC(=O)c2ccc(OC(F)(F)F)cc2)cc1)NCc1cccs1,-19
Cc1cc(C(=O)NCC2CCN(c3ncccc3C#N)CC2)c(C)o1,0
Cc1ccc(S(=O)(=O)CC(=O)O)cc1,-22
COC1(CNC(=O)C2CC=CCC2)CCSC1 (stereo not given),-2
C=CCn1c(C2CC(=O)N(c3ccc(Cl)cc3)C2)nc2ccccc21 (stereo not given),-4
CCCOc1cccc(C(=O)Nc2nonc2CC)c1,-30
O=C(NC(c1cccnc1)C1CCOCC1)c1cnn(-c2ccccc2)n1 (stereo not given),3
COc1ccc2nc(N(Cc3cccnc3)C(=O)C(c3ccccc3)c3ccccc3)sc2c1,6
O=C(Cn1cc(-c2ccccc2)c(N2CCOCC2)n1)NCCC1=CCCCC1,4
COc1ccc(-n2c(C)nc3ccc(NS(=O)(=O)c4ccc(F)cc4)cc3c2=O)cc1,-24
COc1ccc(C(=O)CSc2cc(C)c(C#N)c3nc4ccccc4n23)cc1OC,-15&-7
O=C(NC[C@@H](c1ccsc1)N1CCOCC1)c1ccccc1Cl,-8
CC(=O)OC(C)(C)C(=O)N1CCC(Cc2n[nH]c(=O)n2-c2ccccc2C)CC1,-6
O=C(NCc1ccco1)c1cc(C2CC2)n(C2CCS(=O)(=O)C2)n1 (stereo not given),0
CN(CC#CCNC(=O)NC(C)(C)C)Cc1ccccc1,-8
Cc1cc(C=Nn2cnnc2)c(C)n1-c1ccc2c(c1)OCO2,14
O=C(NCC#CCOc1ccc2c(c1)OCO2)c1cccc(Br)c1,19
O=C(COc1ccccc1Cl)NCCCn1nc(-c2ccc(F)cc2)ccc1=O,-8
CC1=NNC(=O)C1CCC(=O)NN=Cc1ccc(Cl)c(Cl)c1 (stereo not given),-7
Cc1ccc2cccc(Oc3ncnc(N)c3[N+](=O)[O-])c2n1,1
COc1ccccc1S(=O)(=O)N1CC(Oc2nc3c(C(F)(F)F)cccc3s2)C1,-2
O=C(/C=C/c1cc2c(cc1Br)OCCO2)c1c(-c2ccccc2)c2cc(Br)ccc2[nH]c1=O,-11
Cc1nc(N2CCN(C(=O)c3ccc(=O)[nH]c3)CC2)cc(C(F)(F)F)n1,-11
COc1ccc(-n2c(C)nc3ccc(NC(=O)c4ccc5ccccc5n4)cc3c2=O)cc1,-16&-1
CCN=C1SC(CC(=O)Nc2ccccc2C(=O)OCC)C(=O)N1CC (stereo not given),-15
Cc1ccc(-c2cc(C(=O)NN=Cc3c(C)nn(-c4ccccc4)c3C)n[nH]2)s1,-4
Cc1cc(NS(=O)(=O)c2ccc(NC(=O)C3CCN(c4ccc(=O)n(C)n4)CC3)cc2)nc(C)n1,-6
O=C(NN=Cc1ccccc1)c1ccc2c(c1)OCO2,-4
O=S(=O)(c1ccccc1C(F)(F)F)N1CCN(c2ccc(-c3ccccc3)nn2)CC1,-8&-8
O=C(Nc1ccc2scnc2c1)c1nc2ccccc2s1,-19
C=CCn1c(COc2ccc(Cl)cc2)nnc1SCC(=O)NN=Cc1ccccc1,5
O=C(CSc1nc2c(cnn2-c2ccc(Cl)cc2)c(=O)[nH]1)Nc1ccc(F)cc1F,5
Cc1ccc2c(c1)N(C)C(=O)c1cc(NS(=O)(=O)CBr)ccc1O2,-4
COCCCN1C(=O)C(=O)C(=C(O)c2ccc(S(=O)(=O)N3CCOCC3)cc2)C1c1ccc(OC)cc1 (stereo not given),-7
O=C(CCCc1ccccc1)NCCn1ncc2c(=O)n(Cc3ccccc3)cnc21,-19
Cc1nc(-c2ccccc2Cl)sc1CNC(=O)Cn1cnc2ccccc21,-3
CCc1nnc(NC(=O)c2nnn(-c3cc(C)ccc3Cl)c2C)s1,-10
CC(=NNS(=O)(=O)c1ccc(C)cc1)c1c(O)c2ccccc2oc1=O,-12
CCC(C)NC(=O)c1cnc2ccc(C)cn2c1=O (stereo not given),8
Cc1cccc(CC(=O)Nc2ccc3c(c2)CN(C(=O)c2ccccc2)CC3)c1,-10
O=C(NCCN1CCC(c2cccs2)CC1)c1cccc(Br)c1,-26
COC(=O)CNS(=O)(=O)c1ccc(Cl)cc1,-10
CC(=O)N1N=C(c2ccc(C)o2)CC1c1cccs1 (stereo not given),-3
O=C(Nc1ccc(F)cc1)c1cn(-c2ccc(S(=O)(=O)N3CCCC3)cn2)cn1,2
Cc1c(C=NNC(=O)c2cccnc2)cc(C#N)n1C,-5
O=C(NCCn1nc(C2CC2)n(-c2ccccc2)c1=O)c1cc(-c2ccco2)[nH]n1,-21
# Later entries.
SMILES,PriA SSB inh
O=C(NN=Cc1cccnc1)c1cccc(S(=O)(=O)Nc2cccc(Cl)c2)c1,-8
COc1ccccc1C1(CNS(=O)(=O)c2ccc3c(c2)OCCO3)CCOCC1,-2
Cc1ccc(C(=O)NC(=S)Nc2ccc(S(N)(=O)=O)cc2)cc1I,21
CS(=O)(=O)c1ccc2nc(NCc3ccco3)sc2c1,28
COc1cc(/C=N\NC(=O)c2ccc(C(=O)N/N=C\c3ccc(O)c(OC)c3)cc2)ccc1O,1
Cc1cc(C(=O)N(Cc2ccoc2)Cc2cccs2)no1,-2
CC(=NNC(=O)c1ccco1)c1cc2ccccc2o1,-7
N#Cc1cccnc1OC1CCN(C(=O)c2ccc3nsnc3c2)CC1,-11
CN(C)c1ccc(C=NNC(=O)CCc2c[nH]c3ccccc23)cc1,3
Cc1csc(C(=O)NCCn2nc(C)cc2C)c1,-5
O=C(Cc1cccs1)N1CCC(CSC2=NCCS2)CC1,-5
CCSc1ccccc1C(=O)Nc1nc2c(Br)cccc2s1,-13
CC(=NNC(=O)C1COc2ccccc2O1)c1ccc(N2CCOCC2)cc1 (stereo not given),-2
Cc1cc(CNC(=O)Cc2ccc(F)cc2)nc(N2CCOCC2)n1,-8
O=C(c1cccc(N2C(=O)CCC2=O)c1)N(CCn1cccn1)c1nc2ccccc2s1,-2
O=C(NCc1ccccc1)C(=NO)c1ccccc1,-3
Cc1nc(N)cc(N2CCOCC2)n1,7
Cc1cc(NC(=O)c2cc3ccccc3oc2=O)n(C(C)C)n1,1
CCOCCSc1nnc(C)c2cnn(-c3ccc(C)c(C)c3)c12,-2
Cc1nc(SCc2ccccc2)[nH]c(=O)c1CC(=O)NCCC1=CCCCC1,-10&0
C/C(C=NNC(=O)Cn1cnc2ccccc21)=C\c1ccccc1,7
CC(O)(CNC(=O)c1ccc2ncsc2c1)c1ccc2c(c1)OCO2 (stereo not given),11
O=C(Nc1nc(C(=O)NC[C@H]2CCCO2)co1)c1ccsc1,-7
O=C(Cc1c(F)cccc1Cl)NCc1ccc(C(=O)c2ccsc2)s1,-17
Cc1c(Cl)cccc1NC(=O)Cn1c(=O)n(Cc2ccco2)c(=O)c2oc3ccccc3c21,8
COc1ccc(C[C@](C)(O)CNC(=O)C2(c3cccs3)CCCC2)cc1,-12
CCOC(=O)c1ccc(N2C(=O)CC(Nc3ccc(N4CCOCC4)cc3)C2=O)cc1 (stereo not given),1
Cc1ccc(CC(=O)Nc2nc3c(s2)CCCC3)c(C)c1,21
CCCS(=O)(=O)N1CCc2ccc(NC(C)=O)cc2C1,-1
C=CCn1c(Cl)c(/C=N\NC(=O)Cc2ccccc2)sc1=O,10
CSc1ccccc1C(=O)Nc1cc(C)nn1C(C)C,-5
CCOc1cc(C=NNc2ncnc(Cl)c2N)ccc1O,1
COc1cccc(COc2cn(C)c(C(=O)N3CCN(c4ccccc4F)CC3)cc2=O)c1,-9
O=C(NCc1ccccc1)Nc1ccc(Cl)c(Cl)c1,-11&-5
CC(C)C(=O)Nc1ccc(SCc2cccnc2)nn1,0&1
Cc1ccc(NC(=O)CN2CCC(C(=O)NCCc3c[nH]c4ccccc34)CC2)c(C)c1,27
N#Cc1cccnc1Br,-6
Cc1ccc(NC(=O)C2Oc3ccccc3OC2C)cc1C (stereo not given),-21
O=C(NCCc1c[nH]c2ccccc12)C(=O)Nc1ccc(F)c([N+](=O)[O-])c1,28
COc1ccc(CC(=O)NCC(c2ccc3c(c2)CCN3C)N2CCOCC2)cc1OC (stereo not given),5
COCCN(Cc1ccoc1)C(=O)c1cccc2ccccc12,1
CC(=NNc1nc(-c2ccccc2)cc(-c2ccc(F)cc2)n1)c1cccc(N)c1,31
CC(=O)c1cccc(NC(=O)Cn2cnc3c(sc4cccc(Cl)c43)c2=O)c1,-2
COc1ccc(Cl)cc1S(=O)(=O)Oc1cccc2ccccc12,-29
COCCNC(=O)COc1ccc(C)cc1C(C)(C)C,-12
Cc1cc(-c2nnc(NC(=O)c3cccc(S(=O)(=O)C(C)C)c3)o2)nn1C,16&-9
CC1CCN(Cc2c(C(=O)NN=Cc3cc(Br)ccc3O)nnn2-c2nonc2N)CC1,-14
COc1cccc(C(=O)N2CCN(c3cc(-c4ccccc4)[nH]n3)CC2)c1,9
Cc1c(Cl)cccc1NC(=O)C1CN(S(C)(=O)=O)C1,-10
COc1ccccc1-n1c(CNC(=O)c2cccs2)nnc1SCC(=O)Nc1ccc(F)cc1,-8
# Going on with the list:
SMILES,PriA SSB inh
Cc1cn2c(nc3c2c(=O)n(C/C=C/c2ccccc2)c(=O)n3C)[nH]1,1
Cc1cc(NC(=O)c2cc(Br)ccc2Cl)nc2c1c(=O)oc1ccccc12,-10
Cc1cccc(CC(=O)NCCC(O)C(C)(C)C)c1 (stereo not given),-5
CN(C)S(=O)(=O)c1ccc(C(=O)NCC(O)(c2cccs2)C2CC2)cc1 (stereo not given),-22
C/C(C=NNC(=O)c1cc(-c2ccccc2)nc2ccccc12)=C\c1ccco1,28
CC(C)(C)NC(=O)C(=O)NCC1CCN(Cc2ccco2)CC1,-13
CCCN1CCCc2cc(CCNS(=O)(=O)c3ccc(OC)c(Cl)c3)ccc21,44*
OCC1CC2(CCC2)C1,-7
O=S(=O)(NCc1ccc(C(O)c2ccsc2)s1)c1ccc2c(c1)CCCC2 (stereo not given),-21
CC[n+]1c(C=C2Sc3ccccc3N2C)ccc2cccc(C)c21,44
Cc1cc(O)c([C@H](c2ccncc2)N2CCN(c3ccccc3F)CC2)c(=O)n1Cc1cccnc1,-10
CC(=O)Nc1ccc(NC(=O)C2CCCN(c3ccc(-c4ccc(Cl)cc4)nn3)C2)cc1 (stereo not given),0
O=C(NCc1cccs1)NCC1CCN(C(=O)Nc2ccc(F)cc2)CC1,-6
CCc1ccccc1NC(=O)C1=Cc2cc(Cl)cc(OC)c2OC=C1,4
Cc1cc(C)c2sc(N(CCN(C)C)C(=O)c3ccc(S(=O)(=O)N(C)CC4CCCO4)cc3)nc2c1 (stereo not given),24
COc1ccc2cc(C(=O)N3CCS[C@H](c4ccccc4F)CC3)[nH]c2c1,-2
CC(N)c1cccs1 (stereo not given),-5&2
O=C(Nc1ccccc1-c1csc(-c2ccccc2F)n1)c1cc(=O)c2ccccc2o1,-5
Cc1sc2nc(SCCCN3C(=O)c4cccc5cccc(c45)C3=O)nc(N)c2c1C,5
Cc1cc2ncn(CCC(=O)O)c2cc1C,-2
CC12CN3CCN(CC(C3)C1=NNC(=O)Nc1ccccc1)C2,-6
CC1CCc2c(sc(NC(=O)c3cccc(S(C)(=O)=O)c3)c2C(N)=O)C1 (stereo not given),-3
CCCOc1ccc(S(=O)(=O)NCc2ccc([C@@H](O)c3cccs3)s2)cc1C,-2
COc1ccc(F)cc1S(=O)(=O)NCCc1nc(-c2cccs2)cn1C,-6
COc1cccc(C(=O)Oc2ccc(C=NNC(=O)c3ccncc3)cc2OC)c1,-11
CC(=O)c1c(Nc2cccc(Cl)c2)oc(C)cc1=O,-9
COC(=O)c1ccccc1C(=O)N1CCC(CSc2ccc(OC)cc2)CC1,-20
O=C(CSc1nccnc1N1CCSCC1)NCc1ccc(F)cc1,-17
Cc1ccc(S(=O)(=O)Nc2nc(CCC(=O)N3CCN(c4ccccc4F)CC3)cs2)cc1,-12
COc1cccc(-c2csc3c(=O)[nH]c(N4CCC[C@H](C(=O)NCc5ccccn5)C4)nc23)c1,-16
Cn1c(=O)c(C(=O)Nc2ccc3c(c2)OCCO3)cc2cccnc21,-8
COc1ccc(CC(=O)NCCc2cn3ccc(C)cc3n2)cc1,-17
CCOC(=O)c1nn(-c2ccc(F)cc2)c(=O)cc1NCCC(c1ccccc1)c1ccccc1,-22
COc1ccc(OC)c(-c2cc(C(=O)NCCn3nc(-c4ccccn4)n(C)c3=O)[nH]n2)c1,-1
O=C(Oc1ccc(C=NNC(=O)c2ccccn2)cc1)c1cccc(Br)c1,-3

# Reformatted: results already given.
SMILES | PriA SSB inh
Cc1sc2nc(SCCCN3C(=O)c4cccc5cccc(c45)C3=O)nc(N)c2c1C | 5
Cc1cc2ncn(CCC(=O)O)c2cc1C | -2
CC12CN3CCN(CC(C3)C1=NNC(=O)Nc1ccccc1)C2 | -6
CC1CCc2c(sc(NC(=O)c3cccc(S(C)(=O)=O)c3)c2C(N)=O)C1 (stereo not given) | -3
CCCOc1ccc(S(=O)(=O)NCc2ccc([C@@H](O)c3cccs3)s2)cc1C | -2
COc1ccc(F)cc1S(=O)(=O)NCCc1nc(-c2cccs2)cn1C | -6
COc1cccc(C(=O)Oc2ccc(C=NNC(=O)c3ccncc3)cc2OC)c1 | -11
CC(=O)c1c(Nc2cccc(Cl)c2)oc(C)cc1=O | -9
COC(=O)c1ccccc1C(=O)N1CCC(CSc2ccc(OC)cc2)CC1 | -20
O=C(CSc1nccnc1N1CCSCC1)NCc1ccc(F)cc1 | -17
Cc1ccc(S(=O)(=O)Nc2nc(CCC(=O)N3CCN(c4ccccc4F)CC3)cs2)cc1 | -12
COc1cccc(-c2csc3c(=O)[nH]c(N4CCC[C@H](C(=O)NCc5ccccn5)C4)nc23)c1 | -16
Cn1c(=O)c(C(=O)Nc2ccc3c(c2)OCCO3)cc2cccnc21 | -8
COc1ccc(CC(=O)NCCc2cn3ccc(C)cc3n2)cc1 | -17
CCOC(=O)c1nn(-c2ccc(F)cc2)c(=O)cc1NCCC(c1ccccc1)c1ccccc1 | -22
COc1ccc(OC)c(-c2cc(C(=O)NCCn3nc(-c4ccccn4)n(C)c3=O)[nH]n2)c1 | -1
